Screening data as filed in PubChem BioAssay.
FBPA coupling cs: inhibits coupling enzyme system, counter-screen for aldolase hits | activity change, negative = inhibition, % at 58.2 µM, hits read low | coupling enzyme system counterscreen, AmpLite Red fluorescence | AID 2472 | actives 0.67% (n = 290,000); in the data active means activity change below about -30%; further: on the % scale 0 is the no-effect control and ±100 the full control effect
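Counterscreen of the coupled detection system alone, without aldolase: glyceraldehyde-3-phosphate coupling enzymes plus AmpLite Red readout. Compounds at 57.5 uM final, 10 min RT preincubation, 20 min RT reaction, fluorescence 525/598 nm.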
Tb PFK block: inhibitors of T. brucei phosphofructokinase; O15648; T. brucei PFK, ADP-Glo luminescence; Potency, µM (doses to about 57.5 µM), without a hit: at the highest dose activity, negative = inhibition, actives largely listed as inhibitors; actives 0.17% (n = 330,000); AID 485367;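 further: potency means the concentration at half of the fitted maximal effect; 0% = uninhibited 1x PFK enzyme wells and -100% = no-enzyme wells; nearly all actives have a fitted effect of over 60% in size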
Target sequence (O15648 whole entry, looked up): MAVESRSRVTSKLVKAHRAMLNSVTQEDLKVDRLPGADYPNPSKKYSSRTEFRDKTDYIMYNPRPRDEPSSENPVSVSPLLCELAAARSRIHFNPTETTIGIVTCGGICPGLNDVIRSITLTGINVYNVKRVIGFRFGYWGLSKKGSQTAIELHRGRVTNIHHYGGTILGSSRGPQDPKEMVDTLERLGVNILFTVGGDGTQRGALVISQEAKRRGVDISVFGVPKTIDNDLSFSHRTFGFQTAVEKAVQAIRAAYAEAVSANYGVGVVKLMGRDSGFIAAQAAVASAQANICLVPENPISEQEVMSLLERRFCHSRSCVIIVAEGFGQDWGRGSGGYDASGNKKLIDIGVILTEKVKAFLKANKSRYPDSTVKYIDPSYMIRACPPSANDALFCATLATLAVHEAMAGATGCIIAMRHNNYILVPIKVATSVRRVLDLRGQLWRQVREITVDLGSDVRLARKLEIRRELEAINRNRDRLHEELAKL
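Luminescent ADP detection (ADP-Glo, two-step: ATP depletion then ADP-to-ATP conversion for luciferase) reported PFK activity after 45 min room-temperature reaction of 1.25 nM enzyme with 0.5 mM F6P and 0.1 mM ATP at pH 8.0.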
FLuc counter: firefly luciferase modulation, counter-screen for miR-21 project | purified FLuc, Km substrates, luminescence inhibition | actives 6.9% (n = 360,000) | Potency, µM (highest dose often 57.5 µM), inactives show at the highest dose activity change, negative = inhibition, hits mostly inhibitors | AID 588342 | P08659;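 further: potency means the concentration at half of the fitted maximal effect; plate controls were vehicle for no effect and reference inhibitor for full effect; nearly all actives have a fitted effect of over 55% in size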
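Purified P. pyralis luciferase, 10 nM final, with Km-level 10 uM D-luciferin and 10 uM ATP in 50 mM Tris acetate pH 7.5, 10 mM Mg acetate, 0.01% Tween-20, 0.05% BSA; 6-point qHTS titration about 60 µM downward; luminescence read.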
Giardia kill: kills Giardia lamblia; actives 0.15% (n = 340,000); activity change, % at 7.66 µM, hits read low; Giardia lamblia trophozoite viability; in the data active means activity change below about -80%; inconclusive means between about -30% and that limit;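 further: parasites exposed to compound for two days anaerobically before the ATP read; on the % scale 0 is the no-effect control and ±100 the full control effect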
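Giardia trophozoites, 100 cells per well, were exposed to compounds for 48 hrs at 37 deg C under anaerobic conditions; viability was then read as ATP content by bioluminescence after 15-30 min at room temperature.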
RORg inh: inhibitors of mouse ROR gamma transcriptional activity; Drosophila S2 Gal4-RORgamma UAS-luciferase reporter, 20 h; P51450; actives 5.4% (n = 310,000); Potency, µM (highest dose often 53.6 µM), for the others: top-dose activity change, negative = inhibition, usual class: inhibitors; AID 2551; further: potency means the concentration at half of the fitted maximal effect; on the % scale 0 is the no-effect control and ±100 the full control effect; nearly all actives have a fitted effect of over 60% in size
Target sequence (P51450 whole entry, looked up, the tested form may be a part): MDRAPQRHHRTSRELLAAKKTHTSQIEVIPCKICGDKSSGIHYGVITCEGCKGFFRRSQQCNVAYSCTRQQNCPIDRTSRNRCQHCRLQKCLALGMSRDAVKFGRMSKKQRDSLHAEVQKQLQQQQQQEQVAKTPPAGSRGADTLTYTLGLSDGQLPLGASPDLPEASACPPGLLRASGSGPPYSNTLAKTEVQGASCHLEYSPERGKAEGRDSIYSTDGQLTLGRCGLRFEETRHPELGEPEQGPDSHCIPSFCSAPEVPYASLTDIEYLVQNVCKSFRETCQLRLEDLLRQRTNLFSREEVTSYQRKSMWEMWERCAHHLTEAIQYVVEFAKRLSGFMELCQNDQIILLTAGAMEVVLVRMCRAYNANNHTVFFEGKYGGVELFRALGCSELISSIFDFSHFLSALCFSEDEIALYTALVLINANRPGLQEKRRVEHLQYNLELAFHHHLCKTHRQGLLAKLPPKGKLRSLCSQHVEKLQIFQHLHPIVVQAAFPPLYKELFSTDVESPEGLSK
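In this cell-based reporter format, copper sulfate (700 uM final) drives Gal4–ROR gamma fusion expression from a metallothionein promoter in Drosophila Schneider cells; compounds preincubated 1 hr, reporter read after 20 hr at ambient temperature.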
Rab9 prom act: activates the Rab9 promoter; Huh7 Rab9 promoter-luciferase reporter, luminescence, 24 h; Potency, µM (top dose mostly 9.22 µM), inactives show at the top dose activation, negative = inhibition, hits mostly activators; actives 2.8% (n = 320,000); further: potency means the concentration at half of the fitted maximal effect; % of control where 0% means no effect; nearly all actives have a fitted effect of over 60% in size
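Quantitative HTS format; Huh7 Rab9-luciferase reporter cells (1500/well) receive compound 2 h post-plating, incubate 24 h at 37 °C, then get luciferase reagent for 10 min before luminescence reading.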
NPC1 prom act: activates the NPC1 promoter; Huh7 NPC1 promoter luciferase reporter, 24 h; Potency, µM (doses to about 9.22 µM), for inactives: at the highest dose activation, actives largely listed as activators; actives 2.4% (n = 320,000);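 further: potency means the concentration at half of the fitted maximal effect; % of control where 0% means no effect; nearly all actives have a fitted effect of over 60% in size; reporter is driven by a mutant NPC1 promoter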
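Quantitative HTS used a cell-based reporter: Huh7 cells stably bearing the NPC1 promoter upstream of luciferase were treated with compounds for 24 h, and promoter activation was read as luminescence.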
uPA generation: blocks generation of uPA at the cell surface | actives 0.31% (n = 330,000) | Potency, µM (highest dose often 38.3 µM), for the others: at the highest dose activity change, negative = inhibition, usual class: inhibitors | cell surface uPA generation assay, qHTS; active means well fitted inhibition curve with a large enough effect; inconclusive means small, poorly fitted or top-dose-only effect; inactive means no such curve, though single readings can be large or run the other way; tested in mouse RAW 264.7 cells; further: potency means the concentration at half of the fitted maximal effect; on the % scale 0 is the no-effect control and ±100 the full control effect; nearly all actives have a fitted effect of over 55% in size
VP16 counter: inhibits Gal4-VP16 luciferase reporter, ROR gamma counter-screen. Drosophila S2 Gal4-VP16 UAS-luciferase, luminescence, 20 h. Potency, µM (top dose mostly 53.6 µM), without a hit: at the top dose activity, negative = inhibition, hits mostly inhibitors. actives 3.5% (n = 310,000). AID 2546;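 further: Gal4-VP16 expression switched on by copper sulfate through the metallothionein promoter; potency means the concentration at half of the fitted maximal effect; on the % scale 0 is the no-effect control and ±100 the full control effect; nearly all actives have a fitted effect of over 50% in size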
KCNH2 3.1 inh: inhibitors of human KCNH2 3.1 potassium channel isoform. U2OS KCNH2 3.1, thallium flux FluxOr; active compounds read low. activity change, % (tested at about 1.8 µM). actives 0.95% (n = 340,000). AID 720553;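 active means maximum activity change below -70%; inconclusive means maximum activity change from -70% to -50%; inactive means maximum activity change above -50%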;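 further: thallium influx rate constant from kinetic fluorescence after stimulation buffer; on the % scale 0 is the no-effect control and ±100 the full control effect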
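Kinetic fluorescence (2 min after stimulation buffer) measures Tl+ influx through KCNH2 3.1 expressed by viral transduction in U2OS cells; the rate constant is normalized against DMSO controls serving as positive and negative references.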
ELG1 genotox: inducers of genotoxicity in HEK293T ELG1-luciferase cells. HEK293T ELG1-luciferase reporter, luminescence, 16 h. Potency, µM (doses to about 46 µM), for the others: at the top dose activity change, positive = activation, most hits filed as activators. actives 1.3% (n = 330,000); further: potency means the concentration at half of the fitted maximal effect; % of control where 0% means no effect; nearly all actives have a fitted effect of over 60% in size
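Quantitative HTS format in 1536-well plates. HEK293T ELG1-luciferase reporter cells receive test compound and are incubated 16 hr at 37 °C, 5% CO2; ONE-Glo added, 30 min room temperature, then luminescence read.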
An asterisk follows results filed as active; ? = inconclusive; / = no result given; [ ] = dose if it differs, or a comment. Unless noted, the call rests on the fitted dose curve; in most records, active means well fitted curve in the direction sought with a large enough effect; inconclusive means small, poorly fitted or top-dose-only effect, or another doubt; inactive means no such curve, though single readings can be large; an effect the other way counts as inactive or inconclusive. Rows were taken by chance. About 14% of those tested had a hit in this group.

SMILES	FBPA coupling cs	Tb PFK block	FLuc counter	Giardia kill	RORg inh	Rab9 prom act	NPC1 prom act	uPA generation	VP16 counter	KCNH2 3.1 inh	ELG1 genotox
CCn1cc([N+](=O)[O-])c(C(=O)Nc2c(C)nn(Cc3cccc(F)c3)c2C)n1	8	-3%	4%	-23	-5%	-1%	-3%	0%	-4%	5	-1%
O=C1NC2(CCCCCC2)C(=O)N1Cc1cccc([N+](=O)[O-])c1	1	-5%	-2%	-20	29%	-6%	-2%	6%	-1%	-13	-2%
O=C(CSc1nc(-c2ccccc2)c(-c2ccccc2)o1)N1CCOCC1	-2	1%	-1%	-13	22%	-3%	1%	-10%	4%	0	-8%
CCSc1nc2ccccc2c(=O)n1CCc1ccc(OC)c(OC)c1	2	-3%	-9%	7	-11%	-2%	-5%	7%	-3%	-2	-16%
CC(=O)Nc1cc(Cl)ccc1OS(=O)(=O)c1ccc(C)cc1	5	0%	0%	6	20%	-7%	0%	-7%	5%	-1	1%
O=C(CCCC(=O)OCC(=O)c1cccs1)Nc1ccc(Oc2ccccc2)cc1	-9	12%	21µM*	5	4%	-2%	1%	2%	-20%	-14	-3%
Nc1ccccc1OCCOCCOCCOc1ccccc1N	0	-5%	0%	-2	1%	0%	-2%	-2%	-4%	2	0%
C=CCNC(=O)c1c(Cl)cnn1-c1ccc(C)cc1	4	2%	17µM*	-7	5%	3.2µM*	2µM*	0%	8%	10	?
CCNC(=O)CC1SC(=Nc2ccc(C)cc2)N(CC)C1=O (stereo not given)	1	3%	3%	-8	-1%	11%	-5%	4%	6%	-5	-3%
c1ccc2c(c1)Oc1ccccc1S2	/	2%	-6%	7	7%	-2%	0%	26%	19%	2	4%
O=C(CO/N=C/c1cccc([N+](=O)[O-])c1)NC1CCCCC1	3	-6%	5%	-4	32%	1%	-3%	-6%	2%	7	3%
Cc1cc2c(cc(C(=O)N3CCC(C(=O)N4CCCC4)CC3)n2Cc2c(F)cccc2Cl)o1	0	0%	-3%	-7	12%	-7%	-1%	13%	-6%	0	-8%
CCN(CC(=O)Nc1ccc2c(c1)OCCO2)Cc1cc(=O)n2ccsc2n1	-3	-2%	-5%	13	-6%	0%	1%	-3%	3%	5	-3%
CC(OC(=O)C12CC3CC(CC(O)(C3)C1)C2)C(N)=O (stereo not given)	0	-5%	0%	5	-9%	-5%	-2%	4%	2%	13	0%
CC(C(=O)NCC1CCCO1)c1ccc([N+](=O)[O-])cc1 (stereo not given)	-2	2%	0%	-10	7%	-3%	-8%	-2%	2%	-2	-1%
COCCn1cnc2c1c(=O)n(Cc1c(F)cccc1Cl)c(=O)n2Cc1ccccc1	1	4%	-1%	-7	-7%	-1%	1%	14%	-4%	3	8%
COC(=O)C1=C(Nc2ccccc2NC(=O)CCCC(=O)O)CSC1	0	-1%	-3%	2	4%	-1%	2%	-1%	-7%	13	-1%
CCc1ccc(CNC(=O)C2CCC(=O)N(CCc3ccc(Cl)cc3)C2)nc1 (stereo not given)	/	-9%	-1%	-26	-7%	1%	0%	-4%	-8%	6	-2%
Cc1ccc(-c2nnc(NC3CCCCC3)c3ccccc23)cc1S(=O)(=O)N1CCN(C)CC1	1	-2%	-4%	6	0%	5%[1.84 µM]	0%	-4%	5%	-25	1%
COCCNC(=O)CCCn1c(=O)c2cc(OC)c(OC)cc2n(CC(=O)NCCC2=CCCCC2)c1=O	0	0%	-2%	14	-3%	0%	-3%	-1%	-2%	-2	-1%
COc1ccc([C@@H]2CC=C(C(=O)O)[C@H](c3ccc(Br)cc3)N2S(=O)(=O)c2ccccc2C)cc1	/	-1%	/	-19	/	/	/	-18%	/	-6	-7%
CCOC(=O)N1CCN(C(c2ccccc2)c2sc3nc(C)nn3c2O)CC1 (stereo not given)	3	-2%	0%	2	-10%	-3%	2%	-1%	-2%	0	-2%
C=CCN1C(=O)C(CC(=O)NCC)SC1=Nc1ccccc1OC (stereo not given)	5	2%	0%	10	/	-3%	-5%	7%	/	5	4%
O=C(c1ccco1)N1N=C(c2ccc(Cl)cc2)CC1(O)C(F)(F)F (stereo not given)	4	2%	-1%	?	?	0%	-10%	-1%	5.6µM*	-3	-5%
CCC(NS(=O)(=O)c1ccc(C)cc1)C(=O)N1CCOCCOCCOCCOCC1 (stereo not given)	1	4%	1%	3	-9%	1%	-1%	3%	11%	-8	0%
CCN1CCN(C(=O)C(=O)c2cn(CC(=O)N3CCCCCC3)c3ccccc23)CC1	/	0%	0%	-12	30%	-2%	1%	-1%	13%	/	4%
CCN1C(=O)c2cccc3c(S(=O)(=O)NCCCN4CCOCC4)ccc1c23	1	-14%	4%	1	-12%	4%	1%	-5%	-1%	2	12%
CC(=O)c1cccc(NC(=O)CSc2nnc(-c3ccncc3)o2)c1	/	0%	-6%	-6	/	-2%	-6%	8%	/	-7	1%
CCCCOc1ccc2c(c1)/C(=C(\C(Cl)=C(Cl)Cl)[N+](=O)[O-])N2	6	-2%	?	?	-1%	2%	-5%	4%	-3%	-23	9%
O=C(O)c1ccc(N2CC3CC(C2)c2cccc(=O)n2C3)c(NS(=O)(=O)c2cccc(C(F)(F)F)c2)c1 (stereo not given)	1	3%	-3%	-13	-2%	1%	-6%	2%	-3%	9	-1%
O=C(N/N=C/c1ccccc1F)c1ccccc1OCc1ccccc1	-4	6%	17µM*	-7	-28%	-19%	-23%	-3%	15%	-7	-12%
CC1CC(C)CN(C2CCN(Cc3cccnc3)CC2)C1 (stereo not given)	-2	-3%	16%	/	-11%	0%	1%	/	13%	/	-6%
COc1ccc(OC)c(CCNC(=O)CN2C(=O)CCSc3ccccc32)c1	-1	2%	0%	6	8%	-1%	2%	0%	10%	21	0%
O=C(/C=C/c1ccccc1Cl)N1CCCN(C(=O)/C=C/c2ccccc2Cl)CC1	2	3%	19µM*	1	31%	12%	-1%	-4%	-8%	-26	1%
COc1cc(CNc2ccc(N3CCOCC3)cc2)cc(Br)c1OC	0	-3%	-8%	-8	13%	2%	-6%	2%	?	-7	-5%
C=CCNC(=O)CN1C(=O)C2C3c4ccccc4C(c4ccccc43)C2C1=O (stereo not given)	3	-9%	-3%	-9	-20%	18%	1%	1%	-12%	-5	-2%
COc1ccc(Cn2c(C3CCCCC3)nc3c(c(=O)c4ccccc4n3C)c2=O)cc1	2	4%	-3%	-22	-13%	-2%	-2%	-1%	-4%	6	-9%
COC(=O)C1=C(CN2CCSCC2)NC(=O)NC1c1cc(C)ccc1C (stereo not given)	2	-1%	-1%	5	-24%	-15%	-1%	5%	-3%[0.365 µM]	/	-11%
O=C(O)c1ccccc1SCCS(=O)(=O)c1ccc(Cl)cc1Cl	16	-16%	-15%	-15	-2%	3%	1%	3%	3%	16	0%
COc1cc(/C=N/NC(N)=O)ccc1OCC(=O)N1C(C)CCCC1C (stereo not given)	0	-2%	-3%	13	-4%	19%	-4%	2%	10%	-6	10%
N#Cc1cc(-c2ccccc2)cnc1Sc1ccc(Cl)cc1	-2	2%	0%	0	31%	-2%	-7%	1%	-4%	-20	-4%
COCCCn1c(SCC(=O)NC2CCCCC2)nc2ccccc2c1=O	1	2%	-1%	6	-2%	6%	-12%	-2%	5%	0	0%
COc1ccc(CNC(=O)c2noc3c2CCCCC3)cc1	0	-8%	?	20	14%	?	27%	/	?	-6	15%
CC(C)=C[C@H]1C[C@H](C)[C@H]2CC[C@H](C)c3c(O[C@@H]4OC[C@@H](O)[C@H](O)C4O)c(O)c(C)c1c32 (stereo not given in full)	/	13%	/	-7	/	/	/	2%	/	29	0%
O=C(COC(=O)CNC(=O)c1ccc2c(c1)OCO2)Nc1ncc(Cl)cc1Cl	3	0%	-12%	-17	8%	0%	-3%	2%	4%	-5	3%
Cc1c(C(=O)Nc2nnc(C3CC3)s2)oc2ccccc12	/	-1%	4.8µM*	0	/	2.2µM*	3.5µM*	4%	/	0	?
O=c1c2c3c(sc2nc2n1CCC2)CCC3	-1	0%	1%	-19	1%	1%	0%	1%	12%	4	1%

Two compounds picked at random from the list so far:
SMILES	FBPA coupling cs	Tb PFK block	FLuc counter	Giardia kill	RORg inh	Rab9 prom act	NPC1 prom act	uPA generation	VP16 counter	KCNH2 3.1 inh	ELG1 genotox
COc1ccc(CNC(=O)c2noc3c2CCCCC3)cc1	0	-8%	?	20	14%	?	27%	/	?	-6	15%
O=C(CSc1nc(-c2ccccc2)c(-c2ccccc2)o1)N1CCOCC1	-2	1%	-1%	-13	22%	-3%	1%	-10%	4%	0	-8%
